From PubChem BioAssay
D2 ag: activates the human D2 dopamine receptor | HEK293 T-REx D2 cells, calcium flux agonist mode | activation, % at 2 µM | 340,000 compounds, 0.53% hits;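 active means activation over 3 SD above normal in the single-dose calcium agonist read, cut at about 30% in these data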; further: 0% is about no effect
Target sequence (P14416 whole entry, looked up): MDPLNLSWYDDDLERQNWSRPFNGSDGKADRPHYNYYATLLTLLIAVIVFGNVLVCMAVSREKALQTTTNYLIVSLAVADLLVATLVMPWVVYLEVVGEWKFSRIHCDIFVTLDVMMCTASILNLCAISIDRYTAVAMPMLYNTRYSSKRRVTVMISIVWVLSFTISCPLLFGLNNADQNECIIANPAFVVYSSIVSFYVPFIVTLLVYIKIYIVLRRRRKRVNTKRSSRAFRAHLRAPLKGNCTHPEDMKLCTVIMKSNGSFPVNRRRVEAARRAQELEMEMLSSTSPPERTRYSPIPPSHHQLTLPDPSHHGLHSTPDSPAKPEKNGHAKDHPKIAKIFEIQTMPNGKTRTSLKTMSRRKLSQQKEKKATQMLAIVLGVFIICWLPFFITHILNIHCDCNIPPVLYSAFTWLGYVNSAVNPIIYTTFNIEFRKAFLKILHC
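Agonism scored from kinetic calcium signal (1 read/sec, 180 s) following compound pin transfer, after a 10 s baseline. Cells: HEK293 Trex line expressing inducible D2 receptor coupled to calcium, dye-loaded after overnight culture at 30 C.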
RXFP1 antag: blocks the human relaxin receptor RXFP1 | Q9HBX9 | HEK293-RXFP1, relaxin-stimulated cAMP HTRF, 30 min; stronger effect = lower value | activity change, negative = inhibition, % at 57.5 µM | 350,000 compounds, 0.59% hits | AID 1259400;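 active means activity change of -60% or lower, but not beyond a set lower limit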; further: on the % scale 0 is the no-effect control and ±100 the full control effect
D1 antagonist: human D1 dopamine receptor antagonism | P21728 | HEK293 TREx D1 cells, calcium flux, dopamine EC80; stronger effect = lower value | activity change, negative = inhibition, % at 10 µM | 360,000 compounds, 3.2% hits | AID 504652; in the data active means activity change below about -30%; further: on the % scale 0 is the no-effect control and ±100 the full control effect
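After overnight tetracycline induction at 30 C, force-coupled D1 HEK293 cells took up a no-wash calcium dye at room temperature. Compounds were added and monitored 180 s, and the response to EC80 dopamine was then recorded.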
D2 PAM: D2 dopamine receptor (human) potentiation; P14416; HEK293 T-REx D2, calcium flux, EC20 dopamine potentiation; potentiation, % at 10 µM; 340,000 compounds, 0.34% hits; AID 485347;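 active means potentiation over 3 SD above the plate norm, cut at about 30% in these data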; further: 0% is about no effect
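Potentiation of an EC20 dopamine calcium response measured kinetically over 180 s, after a preceding 180 s compound-only read flagging agonists. Cells: inducible Hek293 Trex D2 line, 4000/well, cultured overnight at 30 C before dye loading.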
RXFP1 agonist: agonists of human relaxin receptor RXFP1 | Q9HBX9 | HEK293T-RXFP1 cAMP TR-FRET, 30 min; response scale: percent of porcine relaxin response, buffer zero | Potency, µM (top dose mostly 57.5 µM), inactives show at the highest dose activation, most hits filed as activators | 370,000 compounds, 0.3% hits | AID 2676; active means well fitted activation curve with a large enough effect; further: potency means the concentration at half of the fitted maximal effect; on the % scale 0 is the no-effect control and ±100 the full control effect; nearly all actives have a fitted effect of over 60% in size; many of its hits are not listed in these tables
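HEK293 cells stably expressing RXFP1, treated 30 min at 37C with compounds plus PDE4 inhibitor Ro 20174; cAMP measured by HTRF TR-FRET. Normalized to buffer and 29 nM porcine relaxin; EC50 by Hill fit.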
D1 potentiator: enhances dopamine response at the human D1 receptor; P21728; HEK293 TREx D1 cells, calcium flux, dopamine EC20 potentiation; potentiation, % at 10 µM; 360,000 compounds, 0.036% hits; in the data active means potentiation above about 30%; further: 0% is about no effect
D2 antag: antagonizes the human D2 dopamine receptor; 340,000 compounds, 2% hits; P14416; inhibition, % at 10 µM; HEK293 TREx D2 cells, calcium flux, dopamine EC80; in the data active means inhibition above about 30%; further: 0% is about no effect
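Read-out: kinetic calcium fluorescence (1 cycle/s) in inducible HEK293 T-REx D2 cells after an EC80 dopamine addition that followed 180 s compound preincubation. Loss of the dopamine response indicates antagonism.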
D1 agonist: agonists of human D1 dopamine receptor; AID 504660; HEK293 T-REx D1 cells, calcium flux, agonist mode; activation, % at 2 µM; 360,000 compounds, 1% hits; in the data active means activation above about 30%; further: 0% is about no effect
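Inducible HEK293 T-REx D1 cells, force-coupled to calcium signalling, were plated at 4000 cells/well with tetracycline and held overnight at 30 C. After no-wash calcium dye loading, compound-evoked calcium rise over 180 s flagged agonists.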
TRHR PAM: allosteric enhancers of human TRH receptor | TRHR cells, fluo-8 calcium fluorescence, EC20 TRH enhancement | enhancement, % at 2 µM | 360,000 compounds, 0.66% hits | AID 493056; in the data active means enhancement above about 30%; further: 0% is about no effect
Target sequence (P34981 whole entry, looked up): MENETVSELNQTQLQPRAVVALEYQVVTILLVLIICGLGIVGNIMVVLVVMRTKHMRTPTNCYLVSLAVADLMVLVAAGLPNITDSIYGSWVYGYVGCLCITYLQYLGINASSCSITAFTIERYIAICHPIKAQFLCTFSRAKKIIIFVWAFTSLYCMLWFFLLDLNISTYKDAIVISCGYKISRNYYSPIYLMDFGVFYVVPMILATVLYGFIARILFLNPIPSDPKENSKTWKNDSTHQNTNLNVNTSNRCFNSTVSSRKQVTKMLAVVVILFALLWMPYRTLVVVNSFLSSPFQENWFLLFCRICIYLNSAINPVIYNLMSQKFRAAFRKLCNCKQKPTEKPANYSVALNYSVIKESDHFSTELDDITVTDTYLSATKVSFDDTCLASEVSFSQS
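TRHR-expressing cells loaded with fluo-8 calcium dye were read kinetically (ex 480/em 530) during compound addition, then stimulated with an EC20 of TRH (10 nM final). Enhancement of the Gq-mediated intracellular calcium response was scored.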
Active calls of the source: *; / = no result given. A portion of the library (hit frequency here may not be typical).

Below each compound – D1 potentiator | RXFP1 agonist | D2 antag | D1 antagonist | RXFP1 antag | D2 ag | D1 agonist | D2 PAM | TRHR PAM
> Cc1ccc(C)c(NC(=O)CN(C)C(=O)Cn2c(=O)oc3ccccc32)c1
→ -4 | -0.5% | -2 | 17 | -4 | -0.4 | -2 | -4 | 8
> N#CCSc1nc2ccccc2c(=O)n1CCC(=O)NC1CCCCC1
→ -1 | -0.6% | -4 | -12 | -3 | -0.4 | 2 | -3 | 5
> Cc1ccc(NC(=S)N=Nc2c(O)n(C)c3ccc(S(=O)(=O)N4CCOCC4)cc23)cc1
→ 6 | -1.7% | 3 | 7 | -9 | 0.5 | 1 | 8 | -2
> O=C(NCCCN1CCCC1=O)Nc1ccccc1F
→ -2 | -1.0% | -6 | -18 | -5 | 0.8 | 5 | 1 | -2
> CCc1cccc(NC(=O)c2ccc(CNc3c(N4CCCC4)c(=O)c3=O)cc2)c1
→ -1 | 0.4% | -3 | -8 | -5 | -0.6 | 1 | -4 | -2
> COc1ccc(CC(=O)NC2CCN(CC(=O)N3CCCc4ccccc43)CC2)cc1OC
→ -2 | 0.3% | -7 | -3 | -2 | 1.1 | 1 | -3 | -2
> COc1cccc2c(=O)n(CC(=O)N3CCCCC3)ccc12
→ -1 | 1.5% | 12 | 0 | 3 | 0.0 | 0 | -6 | 2
> Cc1cc(C)nc(Nc2n[nH]c(COc3ccc(Cl)cc3)n2)n1
→ -2 | -0.5% | -13 | 20 | 4 | 1.6 | 34* | -2 | -3
> Cc1ccc(CC(=O)OC(C)C(=O)NC2CCCCC2C)cc1C (configuration not stated)
→ 5 | -1.3% | -3 | -1 | -5 | 0.4 | 2 | 0 | 1
> C1=C(CCNCC2CCCCC2)CCCC1
→ 2 | -0.5% | 11 | -2 | 4 | 0.2 | 27 | 7 | 3
> CCc1nnc(NC(=O)CN2CCN(Cc3ccccc3Cl)CC2)s1
→ 2 | 0.6% | -10 | 2 | 3 | 0.7 | 2 | 10 | -3
> COc1ccc2c(CC(=O)OCC(=O)Nc3sc4c(c3C#N)CCC(C)C4)coc2c1 (configuration not stated)
→ 0 | -0.6% | -8 | -3 | 4 | -2.5 | 2 | 17 | 9
> O=C(Cc1ccccc1F)NC1CCSc2ccccc21 (configuration not stated)
→ -2 | 1.9% | -5 | -4 | 6 | -1.9 | 1 | 11 | 10
> OC(COc1ccc(OCC(O)CN2CCCCC2)cc1)CN1CCCCC1 (configuration not stated)
→ 4 | -2.4% | 6 | -1 | 11 | -0.6 | 6 | 1 | 4
> Cc1nn(S(=O)(=O)c2ccc(C(C)(C)C)cc2)c(C)c1S(=O)(=O)N1CCC(C)CC1
→ -2 | 1.6% | / | -9 | / | -0.5 | 0 | -10 | 2
> O=C(NN1C(=O)C2C3C=CC(C4CC34)C2C1=O)c1ccc(Cl)cc1Cl (configuration not stated)
→ -5 | -0.1% | -4 | -8 | 8 | 1.3 | 2 | 2 | -5
> O=C(CNC(=O)c1ccccc1)OC(CCc1ccccc1)C(=O)Nc1cc(C(F)(F)F)ccc1Cl (configuration not stated)
→ -6 | / | / | -37* | / | / | 8 | / | -17
> COc1cccc(Nc2ccccc2C(=O)O)c1
→ -7 | 3.0% | 5 | -2 | 5 | -1.1 | 1 | -5 | 1
> C=CCOc1ccc2c(CC)cc(=O)oc2c1C
→ -4 | -1.3% | 10 | -20 | -2 | 1.1 | 1 | 6 | -1
> NC(=O)CCn1cnc2ccccc21
→ 4 | 4.1% | -8 | 5 | 0 | 0.9 | 3 | 5 | -4
> O=C(CNS(=O)(=O)c1ccc(Br)s1)NC1CCCc2ccccc21 (configuration not stated)
→ -2 | -0.1% | 1 | 8 | -2 | 1.2 | 3 | -2 | -3
> COCCCn1c(SCC(=O)NCc2ccco2)nc2sc3c(c2c1=O)CCC3
→ 1 | -0.9% | -11 | -3 | -1 | -0.7 | 0 | 2 | -7
> Nc1c(C(=O)NC2CCCC2)c2nc3ccccc3nc2n1/N=C/c1ccco1
→ -5 | 3.8% | 5 | -2 | 11 | 0.0 | 2 | 8 | 1
> CCN1CCN(C(=O)/C=C/c2ccc3c(c2)OCO3)CC1
→ 4 | -1.0% | -22 | -3 | -12 | 0.2 | 1 | -13 | 14
> Cc1nn(S(=O)(=O)c2ccc(Br)cc2)c(C)c1S(=O)(=O)N1CCCCCC1
→ 3 | -0.2% | / | 24 | / | -0.2 | -1 | -7 | 17
> C=C(C)[C@@H]1CC=C(CN2CCC(N3CCC(C(=O)N4CCCC4)CC3)CC2)CC1
→ 1 | 1.5% | -43 | 9 | 1 | -0.3 | 1 | -1 | -10
> CC(=O)c1cccc(NC(=O)C2CCN(c3nnc(-n4cccc4)s3)CC2)c1
→ 0 | -4.6% | / | 1 | / | -0.5 | -1 | 3 | -12
> O=C(O)CN1C(=O)/C(=C\c2cc(Br)ccc2OCc2ccc(Cl)cc2Cl)SC1=S
→ 16 | -2.9% | 15 | -9 | 4 | 0.7 | 0 | -5 | 9
> Cc1nn(CCC#N)c(NC(=O)c2ccccc2)c1P(=O)(Nc1ccc(Br)cc1)N1CCOCC1 (configuration not stated)
→ -1 | 2.4% | -8 | 7 | 2 | -1.0 | 5 | 5 | -7
> Cc1cccc(N2CCN(c3c4c(nc5nncn35)CCC4)CC2)c1C
→ 1 | 4.3% | / | 10 | -4 | -0.1 | -2 | 18 | 5
> O=C(NCc1ccco1)C1Cc2ccccc2CN1C(=O)c1ccco1 (configuration not stated)
→ -5 | 0.0% | -9 | 9 | 2 | 1.6 | 1 | 19 | -1
> COC(=O)C1=C(C)NC(=O)CC1c1cc(Br)ccc1F (configuration not stated)
→ -2 | 0.8% | -8 | 7 | -11 | 3.4 | 1 | / | -15
> C=CCNc1nc(-c2cc3ccccc3o2)cs1
→ -3 | -0.2% | -5 | 0 | / | 0.5 | -1 | 7 | -4
> COc1cc(NC(=O)C2CCCN(S(=O)(=O)c3ccc4c(c3)CCCC(=O)N4)C2)cc(OC)c1 (configuration not stated)
→ -1 | -2.0% | / | -9 | / | -0.1 | 1 | 5 | 6
> COc1ccc(CN2CC(C(=O)NCCC3=CCCCC3)CC2=O)cc1 (configuration not stated)
→ 3 | 0.6% | -2 | 8 | 16 | -0.4 | 1 | -2 | -1
> COc1ccc(OCc2cnc(Cl)s2)cc1
→ 2 | 4.8% | -1 | 0 | -9 | -0.1 | 8 | 8 | -1
> CCOc1ccc(NC(=O)C(C)Oc2ccc(C#N)cc2)cc1S(=O)(=O)N1CCCC1 (configuration not stated)
→ -4 | -0.9% | 7 | 0 | 9 | 2.0 | 38* | -19 | -1
> CCc1cccc(C)c1NC(=O)CCCSc1nc2ccccc2s1
→ 5 | 0.0% | 0 | 0 | -10 | -0.2 | 8 | 8 | -3
> Cc1n[nH]c(C)c1N1C(=O)c2cccc3cc(Br)cc(c23)C1=O
→ 0 | 2.6% | 11 | 5 | 12 | -0.6 | 0 | 9 | -4
> O=C(CN1C(=O)CSc2ccc(S(=O)(=O)N3CCOCC3)cc21)N1CCCCC1
→ 2 | 13% | 0 | -5 | 17 | 0.0 | 1 | 14 | 2
> O=C(Nc1c[nH]c(=O)[nH]c1=O)c1cccc(F)c1
→ -2 | 0.2% | 15 | -6 | -8 | 0.2 | 2 | -1 | -6
> CCCCC1(CO)C(=O)N(c2ccccc2)N(c2ccccc2)C1=O
→ 7 | -2.4% | -3 | 15 | -8 | -0.1 | 1 | -1 | 3
> Cc1cccc(NC(=S)N(CCCN2CCOCC2)Cc2ccccn2)c1
→ -2 | 2.2% | 40* | -3 | 1 | 0.8 | 2 | -6 | -10
> CCN1C(=O)c2cccc3c(N)ccc1c23
→ -6 | -3.0% | -1 | -9 | / | 0.2 | 1 | 5 | -4
> CC(C)N(C(=O)COC(=O)Cn1cnc2ccccc21)c1ccccc1
→ -1 | 0.2% | / | -3 | 0 | / | 3 | / | -2
> Cc1cc(NC(=O)c2ccc3c(c2)OCCO3)ccc1NC(=O)c1cc2ccccc2o1
→ 6 | 0.0% | 1 | 4 | 7 | -0.3 | 3 | 11 | 0
> CCOC(=O)Cc1ccc(NC(=O)NCc2cccn2Cc2ccccc2)cc1
→ -3 | -2.2% | / | -10 | -23 | / | 3 | -6 | 2
> O=C(CN1C(=O)NC2(CCOc3ccccc32)C1=O)NCc1ccc(F)cc1 (configuration not stated)
→ -5 | -2.6% | 26 | -9 | 7 | -0.1 | 0 | 5 | -5
> COc1ccc(/C=C(/NC(=O)c2ccc(C)cc2)C(=O)NCC2CCCO2)cc1 (configuration not stated)
→ 0 | -0.2% | 8 | -8 | -11 | 1.2 | 0 | 2 | 4
> CCCOc1ccc(/C=N/Nc2ccccc2[N+](=O)[O-])c(OCCC)c1
→ 4 | 1.8% | 22 | 7 | -5 | 0.4 | 0 | 8 | -3
> COc1cccc(CC(=O)Nc2cc(S(=O)(=O)N3CCOCC3)ccc2N2CCOCC2)c1
→ -4 | -0.5% | -12 | 13 | -10 | 2.2 | 3 | 5 | 21
> O=c1cc(-c2ccccc2)c2ccc(O)c(CN3CCCCC3)c2o1
→ -16 | 2.7% | 18 | -16 | -9 | -0.1 | 2 | -4 | -7
> Cc1nnsc1C(=O)N/N=C/c1cccc(C(F)(F)F)c1
→ 2 | -0.3% | -13 | -16 | -20 | 0.2 | 4 | 1 | 1
> COc1ccc(N(CC(=O)NCCSC(C)(C)C)S(C)(=O)=O)c(OC)c1
→ -3 | 1.7% | 3 | 13 | -15 | 0.0 | -3 | 0 | -3
> COc1ccccc1N(CC(=O)NC1CCCCC1)C(=O)Cn1nnc(-c2ccc(C)o2)n1
→ 5 | 3.7% | -8 | 26 | 7 | -1.4 | -1 | 9 | 5
> COc1ccccc1CNC(=O)COC(=O)CSc1ccc(C)c(C)c1
→ 5 | 0.7% | -5 | 7 | -6 | -0.4 | 4 | -5 | 0

Quoted from the listing, four compounds:
Below each compound – D1 potentiator | RXFP1 agonist | D2 antag | D1 antagonist | RXFP1 antag | D2 ag | D1 agonist | D2 PAM | TRHR PAM
> Cc1cc(NC(=O)c2ccc3c(c2)OCCO3)ccc1NC(=O)c1cc2ccccc2o1
→ 6 | 0.0% | 1 | 4 | 7 | -0.3 | 3 | 11 | 0
> CCOC(=O)Cc1ccc(NC(=O)NCc2cccn2Cc2ccccc2)cc1
→ -3 | -2.2% | / | -10 | -23 | / | 3 | -6 | 2
> O=C(CN1C(=O)NC2(CCOc3ccccc32)C1=O)NCc1ccc(F)cc1 (configuration not stated)
→ -5 | -2.6% | 26 | -9 | 7 | -0.1 | 0 | 5 | -5
> COc1ccc(/C=C(/NC(=O)c2ccc(C)cc2)C(=O)NCC2CCCO2)cc1 (configuration not stated)
→ 0 | -0.2% | 8 | -8 | -11 | 1.2 | 0 | 2 | 4
